M1 ag parental: counter-screen for M1 agonists: effect in parental CHO-K1 cells. Fluo-8 calcium fluorescence; scaled to maximal ATP response, vehicle zero. AID 602248. 360,000 tested, 0.48% active. activation, % at 3 µM; in the data active = activation above about 15%;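 also: untransfected CHO-K1 host cells lacking M1 receptor as counterscreen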
CHO-K1 Ca antag: nonselective inhibitor or artifact in parental CHO-K1 cells; ATP-induced calcium, Fluo-8 fluorescence; inhibition, % at 3 µM; 360,000 tested, 0.6% active;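 active = inhibition above a per-plate cutoff, the plate's mean sample inhibition plus 3 SD, cut at about 24% in these data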;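 also: 0% = DMSO plus EC80 ATP and 100% = DMSO alone without ATP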
M5 PAM: potentiates acetylcholine response at human M5 receptor; AID 624038; CHO-K1 hM5, Fluo-8 calcium, ACh EC20 PAM; 0% = ACh EC20, 100% = ACh EC100; activation, % at 3 µM; 360,000 tested, 0.3% active; P08912;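 active = activation above the run cutoff, the mean activation of all test compounds plus 3 SD, cut at about 18% in these data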
Target sequence (P08912 whole entry, looked up): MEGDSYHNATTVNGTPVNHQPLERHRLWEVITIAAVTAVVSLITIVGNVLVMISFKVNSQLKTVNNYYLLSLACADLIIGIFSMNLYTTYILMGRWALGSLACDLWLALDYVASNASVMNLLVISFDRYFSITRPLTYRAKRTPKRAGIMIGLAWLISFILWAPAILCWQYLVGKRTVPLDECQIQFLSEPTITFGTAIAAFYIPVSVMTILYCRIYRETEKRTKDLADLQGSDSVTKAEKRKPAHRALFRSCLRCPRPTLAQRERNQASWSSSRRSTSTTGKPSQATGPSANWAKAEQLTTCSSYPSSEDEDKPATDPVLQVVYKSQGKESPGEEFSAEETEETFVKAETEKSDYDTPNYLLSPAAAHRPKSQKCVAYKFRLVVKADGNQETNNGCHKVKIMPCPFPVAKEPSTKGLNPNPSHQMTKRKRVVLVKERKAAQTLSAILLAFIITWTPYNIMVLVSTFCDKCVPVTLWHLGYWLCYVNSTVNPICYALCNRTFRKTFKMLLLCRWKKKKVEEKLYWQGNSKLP
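system = human M5 receptor in CHO-K1 cells | reagent = EC20 acetylcholine as agonist stimulus | compound dosing = single-point, 3 µM nominal | incubation = Fluo-8 loading 80 min at 37 °C plus 30 min room temperature | detection = Fluo-8 calcium dye fluorescence, kinetic read | benchmarks = low control EC20 acetylcholine (0%), high control EC100 acetylcholine (100%)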
M1 PAM parental: counter-screen for M1 PAMs: effect in parental CHO-K1 cells | AID 602247 | ATP EC20, Fluo-8 calcium fluorescence; 0% at ATP EC20, 100% at ATP max | activation, % at 3 µM | 360,000 tested, 0.02% active;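 active = activation above the run cutoff, the mean activation of all test compounds plus 3 SD, cut at about 40% in these data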;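 also: peak over basal fluorescence ratio in a 140 s read after ATP addition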
M5 ag: agonists of human muscarinic M5 receptor (CHRM5); P08912; activation, % at 3 µM; CHO-K1 hM5 cells, Fluo-8 calcium fluorescence; 0% DMSO wells, 100% maximal acetylcholine response; 360,000 tested, 0.19% active;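 active = activation above the run's mean over test compounds plus 3 SD, cut at about 23% in these data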;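 also: signal is peak over basal fluorescence ratio across the kinetic read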
M5 antag: antagonists of human muscarinic M5 receptor (CHRM5); P08912; CHO-hM5 cells, Fluo-8 calcium fluorescence, ACh EC80; inhibition, % at 3 µM; 360,000 tested, 0.59% active;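 active = inhibition above a per-plate cutoff, the mean of that plate's test compounds plus 3 SD, cut at about 27% in these data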;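 also: 0% = acetylcholine EC80 with DMSO and 100% = DMSO without agonist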
M4 antag: CHRM4 antagonism in calcium assay; P08173; CHO-hM4 cells, ACh EC80, Fluo-8 calcium fluorescence; inhibition, % at 3 µM; AID 624125; 360,000 tested, 0.73% active;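 active = inhibition above its plate's cutoff, the mean inhibition of sample wells plus 3 SD, cut at about 27% in these data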;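 also: 0% = acetylcholine EC80 with DMSO and 100% = DMSO without agonist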
Target sequence (P08173 whole entry, looked up): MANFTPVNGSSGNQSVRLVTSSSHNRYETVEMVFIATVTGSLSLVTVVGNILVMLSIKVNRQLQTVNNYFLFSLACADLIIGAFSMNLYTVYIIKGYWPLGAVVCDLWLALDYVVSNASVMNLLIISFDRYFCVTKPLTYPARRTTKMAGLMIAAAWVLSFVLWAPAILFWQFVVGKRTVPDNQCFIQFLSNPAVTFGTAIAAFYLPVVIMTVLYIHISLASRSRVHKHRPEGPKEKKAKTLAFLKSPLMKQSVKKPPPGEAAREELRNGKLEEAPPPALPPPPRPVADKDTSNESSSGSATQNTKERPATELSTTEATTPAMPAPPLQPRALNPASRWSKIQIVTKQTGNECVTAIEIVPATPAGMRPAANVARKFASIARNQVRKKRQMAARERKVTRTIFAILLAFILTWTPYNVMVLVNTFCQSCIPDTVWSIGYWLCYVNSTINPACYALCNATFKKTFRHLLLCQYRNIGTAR
CHRM4 PAM: CHRM4 positive allosteric modulation. P08173. CHO-K1 hM4/Gqi5, Fluo-8 calcium fluorescence, ACh EC20; 0% = ACh EC20, 100% = maximal ACh. activation, % at 3 µM. 360,000 tested, 0.4% active;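 active = activation above its plate's cutoff, the mean activation of sample wells plus 3 SD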; also: some results filed as inactive read as strong as hits
M4 ag: CHRM4 agonism in calcium assay | P08173 | CHO-K1 hM4/Gqi5, Fluo-8 calcium fluorescence; vehicle 0%, full acetylcholine response 100% | activation, % at 3 µM | 360,000 tested, 0.14% active;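 active = activation above the run mean over all test wells plus 3 SD, cut at about 32% in these data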;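 also: peak over basal fluorescence ratio per well then scaled between controls; 0% = DMSO wells and 100% = acetylcholine at EC100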
Numbers without * were called inactive. The list is partial, so the mix of outcomes need not match the whole.

SMILES	M1 ag parental	CHO-K1 Ca antag	M5 PAM	M1 PAM parental	M5 ag	M5 antag	M4 antag	CHRM4 PAM	M4 ag
ClCC(Br)CBr (stereo not drawn)	0.0	18	-1	-11	2	-2	-14	7	1
COC(=O)c1c(N)n(Cc2ccc(OC)cc2)c2nc3ccccc3nc12	1.5	-10	-4	12	2	2	-2	-6	6
CS(=O)(=O)c1ccc(C2=C(CNC(=O)c3nccs3)[C@H]3CC[C@@H](C2)N3Cc2ccccc2)cc1	0.4	-13	-1	13	-1	0	-7	-1	1
CCOC(=O)[C@]12Cc3cc(OC)ccc3[C@H]1N(CCC(=O)OC)C(=O)c1cc(OC)ccc12	0.0	1	4	-3	3	-1	7	-4	1
O=c1[nH]c(=O)n(-c2ccccc2F)c(O)c1C=NCCC1=CCCCC1	-0.1	-1	13	13	-2	0	3	-1	0
CCN1CCC(NCC2CCCCC2)CC1	0.2	-4	4	-6	-7	1	-16	-2	2
O=C1NC(=S)NC(=O)C1C/C=C/c1ccccc1	0.3	-2	4	-7	2	1	8	-5	1
Cc1nn(Cc2ccccc2)c(C)c1C=C1C(=O)NC(=O)NC1=O	0.1	-3	1	4	-2	-8	-11	-3	1
Cc1cccc(-n2c(-c3ccco3)nc3ccccc3c2=O)n1	0.8	-16	0	24	-4	-6	-1	10	2
Cc1ccc(OCCOc2cccc(C=C3C(=O)NC(=O)NC3=O)c2)c(C)c1	0.7	5	-4	5	0	-12	-9	2	0
COc1ccc(N2CCN(Cc3nc4ccccc4[nH]3)CC2)cc1	-0.1	-8	2	11	-2	6	-18	7	1
COP(=O)(OC)C(NS(=O)(=O)c1ccccc1)C(Cl)(Cl)Cl (stereo not drawn)	0.8	-6	1	-12	0	13	4	3	2
CCC(=Nc1ccc(OC)cc1OC)c1c(O)[nH]c(=O)[nH]c1=O	-0.1	0	3	-1	-1	-6	5	-3	1
COC(=O)C1=C(c2ccc(OCc3ccccc3)cc2)C[C@@H]2CC[C@H]1N2C(=O)NCc1ccccc1C(F)(F)F	0.1	2	8	-2	0	-16	0	-3	0
O=P(O)(Oc1ccccc1)OC(c1ccccc1)C(F)(F)F (stereo not drawn)	-0.3	1	14	13	0	2	3	1	1
CC(C)[C@H]1CC2C3CC=C4C[C@@H](O)CC[C@]4(C)C3CC[C@]2(C)[C@H]1O (stereo partly drawn)	0.1	-10	-3	22	-1	3	-13	0	0
O=[N+]([O-])c1ccc(Cl)c([N+](=O)[O-])c1	-0.2	-5	4	-6	-1	-8	-4	8	0
COc1cccc(CNCCc2cccc(F)c2)c1OC	0.9	-1	3	-4	-3	-7	-5	0	2
CC(=O)N(C1=NCCCS1)c1ccccc1Cl	0.0	-3	2	0	-4	11	-2	4	0
COc1ccc(NC(=S)N2Cc3ccccc3-n3nncc3C2)c(OC)c1	2.6	-7	1	14	3	1	-5	-3	6
Cc1ccc(-n2c(O)c(/C=C/C=Nc3ccccc3)c(=O)[nH]c2=O)cc1	3.5	8	1	21	1	3	-2	-6	2
CCOc1ccccc1C1SCC(=O)Nc2c1c(=O)[nH]n2C(CC)CC (stereo not drawn)	0.7	-12	0	17	-1	3	0	3	1
CCC(=O)c1cn(Cc2ccccc2C#N)c2ccccc12	-0.1	7	-2	-4	-5	11	0	5	0
CCOC(=O)c1c(-n2c(C)cc(/C=C3/C(=O)NC(=O)N(CC)C3=O)c2C)sc2c1CCCC2	-0.2	-9	-2	19	-6	3	11	5	0

Of the compounds above, two have a carbonyl joined to an NH by a bond outside any ring.
SMILES	M1 ag parental	CHO-K1 Ca antag	M5 PAM	M1 PAM parental	M5 ag	M5 antag	M4 antag	CHRM4 PAM	M4 ag
CS(=O)(=O)c1ccc(C2=C(CNC(=O)c3nccs3)[C@H]3CC[C@@H](C2)N3Cc2ccccc2)cc1	0.4	-13	-1	13	-1	0	-7	-1	1
COC(=O)C1=C(c2ccc(OCc3ccccc3)cc2)C[C@@H]2CC[C@H]1N2C(=O)NCc1ccccc1C(F)(F)F	0.1	2	8	-2	0	-16	0	-3	0

Later entries:
SMILES	M1 ag parental	CHO-K1 Ca antag	M5 PAM	M1 PAM parental	M5 ag	M5 antag	M4 antag	CHRM4 PAM	M4 ag
CCN(CC)c1ccc(CNCCc2ccccc2F)cc1	7.7	-9	3	11	-9	11	1	-8	7
Cc1c(C(c2ccc(Br)cc2)c2c(O)c3ccccc3oc2=O)c(=O)n(-c2ccccc2)n1C (stereo not drawn)	1.8	-3	-6	3	-2	14	-4	3	0
O=CC(Cl)P(=O)(N1CCCCC1)N1CCCCC1 (stereo not drawn)	0.1	-14	1	16	1	-9	-9	15	1
CCN1C[C@]2(OC(=O)c3ccccc3NC(C)=O)CCC(OC)C34C5C[C@H]6C(OC)[C@]5(O)[C@](O)(C[C@@H]6OC)C(C[C@@H]32)[C@H]14 (stereo partly drawn)	0.8	-8	-1	-5	-2	15	3	0	0
C[C@H]1COc2cccc(N3CCN(C)CC3)c2S(=O)(=O)N1	0.7	-12	-20	13	-6	9	-1	-1	-1
O=C(NC1CCCCC1)N1Cc2cc(N3CCOCC3)ccc2-n2nncc2C1	-0.1	22	7	-3	3	-9	-13	6	-2
O=C(Nc1cccc2ccccc12)c1nn(C23CC4CC(CC(C4)C2)C3)cc1Br	-0.2	-10	7	9	-1	-2	-10	21	0
COc1ccc(CNCCc2c[nH]c3ccccc23)c(OC)c1C	2.0	-4	5	8	7	1	2	-4	11
C=CCn1c(O)c(C(=O)CCCCCC)c(=O)[nH]c1=O	0.5	6	9	2	2	-5	10	3	-1
COC(=O)C1=C(c2ccc(F)cc2OCc2ccccc2)C[C@@H]2CC[C@H]1N2C(=O)NCCCc1ccccc1	0.3	-10	-1	10	0	7	-5	-2	3
CCCn1nc2ccccc2c1P(=O)(N1CCOCC1)N1CCOCC1	0.0	0	-1	4	1	-1	-19	12	0
CN1CCC(O)(c2ccc(Cl)cc2)C(C(=O)c2ccc(Cl)cc2)C1 (stereo not drawn)	-0.6	9	-9	-4	-4	11	13	-15	0
O=C(NC(=O)c1c(F)cccc1F)Nc1cc(Cl)c(F)c(Cl)c1F	0.3	-3	8	4	-4	2	-1	11	1
CN(C)C(=O)Oc1ccnc2cc(Cl)ccc12	1.2	-4	-1	-8	3	19	4	-2	0
CCOc1c(P(=S)(N(C)C)N(C)C)c(C)nn1-c1ccccc1	0.0	3	-3	-5	-3	0	-8	1	0
O=c1[nH]c(=O)n(CCC2=CCCCC2)c(O)c1C=NCCCn1ccnc1	0.0	-16	-21	29	-6	10	-8	-1	1
COC1=CCC2([N+](=O)[O-])CN(C)CC1([N+](=O)[O-])C2 (stereo not drawn)	0.6	0	-2	19	2	3	-1	3	1
O=C1NCN(c2ccccc2)C12CCN(C(c1ccccc1)c1nnnn1C1CCCC1)CC2 (stereo not drawn)	0.0	0	-5	-3	4	-5	-1	4	2
COc1ccc(CC(=O)N2C[C@H]3C[C@@H](C2)c2cccc(=O)n2C3)cc1	0.0	-2	-2	5	2	3	-4	6	0
CCOC(=O)c1cc(C(O)(C(=O)OC)C(F)(F)F)c(/N=C/N(C)C)o1 (stereo not drawn)	0.4	-7	0	18	-4	8	4	4	0
CCN(C(=O)COC(=O)c1cn(C)c2ccccc12)c1ccc(F)cc1	4.7	-13	-2	8	-1	7	-1	-8	11
Cc1ccsc1C(=O)C1CCCN(Cc2cn(C)nc2C)C1 (stereo not drawn)	1.0	-4	-2	-5	-9	0	-3	-5	1
CCC(C)N1CCN(C(=O)COc2ccc3ccccc3c2)CC1 (stereo not drawn)	0.8	-8	-6	5	-3	22	-6	0	3
COC(=O)C1=C(c2ccc(-c3ccccc3)c(F)c2)C[C@@H]2CC[C@H]1N2C(=O)NCCOc1ccc(OC)cc1	0.6	-11	-9	17	-5	7	2	-4	5
CC(=O)O[C@H]1C[C@@H]2OC3C=C(C)CCC3(C)[C@@]1(C)[C@@]21CO1 (stereo partly drawn)	0.1	-6	-7	-10	5	-4	2	3	0
CCCCn1c(O)c(C=Nc2c(C)n(C)n(-c3ccccc3)c2=O)c(=O)[nH]c1=O	0.6	1	0	15	2	-1	0	7	1
CC(=O)Nc1ccc(OC(=O)c2ccccc2N)cc1	1.3	-25	-1	14	1	3	-5	8	2
O=[N+]([O-])c1ccc(N2CCCC2)c2ccncc12	6.1	-6	1	-9	-1	-8	-2	-4	6
O=C(c1ccccc1)C(Cc1ccccc1)N1CCOCC1 (stereo not drawn)	0.0	-5	-7	12	-1	16	1	-1	1
C=CCCC1(CC(C)C)C(=O)NC(=S)NC1=O	6.8	-3	5	3	-3	7	-4	-2	0
CC/C(=N\NC(=O)c1ccccc1Cl)c1c(O)n(C2CCCCC2)c(=O)[nH]c1=O	1.5	-6	4	7	-2	5	-15	3	3
CCOC(=O)[C@]12Cc3ccsc3[C@H]1N(Cc1ccccc1)C(=O)c1ccccc12	-0.7	-15	-22	-7	-12	14	5	-10	-2
CCCOC(=O)c1ccccc1C(=O)OCCC	0.2	-26	3	22	-1	-4	-17	8	0
CCOC(=O)c1c(C)n(CCOC)c2ccc(O)cc12	0.0	4	-4	-5	-4	7	6	-2	0
COc1ccc(OC)c(CC(=O)N(C)C2CCCN(Cc3ccccc3F)C2)c1 (stereo not drawn)	0.3	-7	8	-6	-19	-6	3	-4	0
CC(=O)NNC(=O)CN1C(=O)CN=C(c2ccccc2)c2cc(Br)ccc21	0.1	5	-6	-11	-2	3	-6	4	1
CCCCCCC(Cl)(Cn1ccnc1)c1ccccc1 (stereo not drawn)	0.6	-4	-35	22	-20	15	14	-26	-2
Oc1ccccc1C1NCc2ccccc2-n2cccc21 (stereo not drawn)	1.4	-5	8	-2	-8	-9	-10	1	4
CC1C(=O)CC2(C(C)C)CC12 (stereo not drawn)	0.1	5	-1	4	1	1	-10	7	1
O=c1c2ccccc2nc(/C=C/c2ccc([N+](=O)[O-])o2)n1-c1ccc(O)cc1	0.7	0	1	2	5	5	4	-3	3
O=[N+]([O-])c1cc(Cl)c(O)c(-[n+]2c(-c3ccccc3)cc(-c3ccccc3)cc2-c2ccccc2)c1	-0.2	-4	-1	8	1	-2	1	-2	1
CCc1nc(N2CCNCC2)c(C#N)c2c1CSC(C)(C)C2	0.3	7	-8	-7	-8	1	16	-7	2
Cc1ccc(C)c(OCC(=O)N2CCN(Cc3ccc4c(c3)OCO4)CC2)c1	1.2	-15	9	13	-3	2	-7	11	3
Cc1cccn2c(=O)c3c(nc12)N1CCC(Cc2ccccc2)CC1C1(C3)C(=O)N(C)C(=O)N(C)C1=O (stereo not drawn)	0.3	-2	3	17	0	-5	-5	8	0
O=c1[nH]c(=S)n(C2CC2)c(O)c1C=Nc1ccc2c(c1)OCO2	1.4	-10	6	7	2	3	-2	12	1
CC1(C)CC(N(CCc2ccccc2)Cc2ccccc2)CCO1 (stereo not drawn)	0.3	-7	9	-1	-6	-1	-5	3	-2
Cn1cnc([N+](=O)[O-])c1Sc1ccc([N+](=O)[O-])cc1	2.5	-1	2	0	3	10	11	-7	1
Cc1nn(Cc2ccccc2)c(C)c1C(=O)OCC(=O)NC1CCS(=O)(=O)C1 (stereo not drawn)	0.7	-7	-3	18	-1	-7	-3	-4	0

Bioassay records from PubChem BioAssay.
